# M1AAP inhibition – malaria alanyl aminopeptidase activity blockers – biochemical, fluorogenic H-Leu-NHMec substrate, 1536-well (AID 1445). inhibition, % at 30 µM; hits with a dose series show IC50 in µM. 220,000 tested, 0.42% active. recombinant M1AAP, H-Leu-NHMec fluorogenic kinetic assay; higher % means a stronger effect;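 active means primary inhibition above the hit cutoff, then over 50% inhibition at one or more dose response concentrations, cut at about 23% in these data, passing the limit was not always enough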;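 further: plate controls were DMSO full reaction for no effect and no enzyme background for full effect; strong numbers were not always called active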
# NOD2 inhibition – NOD2 signaling inhibitors, cell-based, luminescence, uHTS, HEK293 (AID 1566); HEK293 NOD2/NF-kB luciferase reporter, luminescence; higher % means a stronger effect; inhibition, % at 4 µM; hits with a dose series show EC50 in µM; 290,000 tested, 0.63% active; further: many of its hits are not listed in these tables
# GPR55 beta-arrestin – selective activators of receptor GPR55 – imaging, U2OS cells, beta-arrestin-GFP redistribution, primary screen (AID 1961). U2OS GPR55 beta-arrestin-GFP redistribution imaging; higher % means a stronger effect. one-dose activation, % at 10 µM; EC50 in µM for titrated hits. 290,000 tested, 0.048% active;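 active means activation above 40% with more than 50 cells counted in the well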;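 further: U2OS osteosarcoma cells stably expressing GPR55 and beta-arrestin-GFP; plate controls were DMSO negative control for no effect and LPI positive control for full effect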
# NOD1 inhibition – inhibition of NOD1-driven NF-kB reporter – cell-based, luminescence, uHTS, primary screen (AID 1578) | one-dose inhibition, % at 4 µM; EC50 in µM for titrated hits | NOD1-driven NF-kB luciferase reporter cells, luminescence; higher % means a stronger effect | 290,000 tested, 1% active; in the data active means inhibition mostly above about 36%, no sharp cut-off; inactive means mostly below about 34%;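 further: HEK-293T reporter cells stimulated with the NOD1 agonist gamma-tri-DAP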
# KOR beta-arrestin-1 – KOR agonists, beta-arrestin recruitment, primary screen, cell-based, luminescence, uHTS (AID 1777); KOR beta-arrestin recruitment, luminescence; higher % means a stronger effect; activation, % at 10 µM; hits with a dose series show EC50 in µM; 280,000 tested, 0.02% active; in the data active means activation above about 50%, passing the limit was not always enough; further: a part of the inactive calls stands beside numbers as strong as those of hits
# KOR beta-arrestin-2 – kappa opioid receptor blockers – cell-based, luminescence, uHTS (AID 1778). 290,000 tested, 0.091% active. KOR beta-arrestin recruitment, luminescence, antagonist mode; higher % means a stronger effect. inhibition, % at 10 µM, or IC50 in µM where a hit was titrated; further: strong numbers were not always called active
# P. falciparum M17LAP – P. falciparum M17LAP inhibitors, primary screen, biochemical, fluorogenic H-Leu-NHMec substrate, 1536-well (AID 1619); recombinant M17LAP, H-Leu-NHMec fluorogenic kinetic assay; higher % means a stronger effect; inhibition, % at 30 µM; hits with a dose series show IC50 in µM; 220,000 tested, 0.38% active;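 active means compound inhibiting the enzyme by more than half at any dose during confirmatory dose-response retesting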;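 further: plate controls were full reaction with DMSO carrier for no effect and no enzyme background for full effect; strong numbers were not always called active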
# Dynein transport – dynein cargo transport inhibition; 3617.4 mouse cells, GR-EGFP nuclear translocation imaging; test concentration mostly 20 µM; stimulated with dexamethasone, 1 µM; stronger effect = lower value; 220,000 tested, 0.47% active; z-score, hits read low;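 active means plate z-score of nuclear minus cytoplasmic receptor signal below a set negative limit, without overly bright fluorescence or cell loss, cut at about -3.5 in these data, passing the limit was not always enough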;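 further: z-score of nuclear minus cytoplasmic ring GR-EGFP intensity difference per well; some compounds called inactive have numbers as strong as hits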
#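 Buffer or medium – tet-free medium with charcoal-stripped serum · Signal – automated 10x imaging of fixed Hoechst-stained cells · Also added – dexamethasone agonist, 1.0 µM final, for 30 min · Incubation – induction 48 h, compound 1 h, agonist 30 min · Read-out – GR-EGFP nuclear translocation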
# AID2073 – disruptors of CaV2.2 binding to Mint1 – biochemical, HTRF (AID 2073). 290,000 tested, 0.19% active. HTRF protein-protein interaction, Mint1-CaV2.2; higher % means a stronger effect. inhibition, % at 20 µM, or IC50 in µM where a hit was titrated; in the data active means inhibition mostly above about 51%, no sharp cut-off; further: some results filed as inactive read as strong as hits
# Dynein transport cytoplasmic EGFP – recorded beside Dynein transport, whose call it bears; z-score; measured here: cytoplasmic GR-EGFP intensity; stronger effect = higher value
# Dynein transport nuclear GR-EGFP – second read-out of Dynein transport, no call of its own (marks repeat the call); z-score; measured here: nuclear GR-EGFP intensity;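 lower value marks the stronger effect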
# Dynein transport cell count – further read-out of Dynein transport, marked with its call; z-score; measured here: cell count per field
# Numbers without * were called inactive; . = not tested or not shown; [ ] = remark or other dose. Unless noted, no stated cut-off is given here; in the data, active means inhibition above about 50%; inactive means the rest. A portion of the library. The share of hits here may be higher or lower than overall.
M1AAP inhibition	NOD2 inhibition	canonical_smiles	GPR55 beta-arrestin	NOD1 inhibition	KOR beta-arrestin-1	KOR beta-arrestin-2	P. falciparum M17LAP	Dynein transport	Dynein transport cytoplasmic EGFP	Dynein transport nuclear GR-EGFP	Dynein transport cell count	AID2073
7%	7%	CCCC1Cc2c(sc3ncnc(N)c23)CO1 (stereo not drawn)	-0.1%	11%	6.5%	-21%	-39%	0.56	0.018	0.23	-0.15	-6%
3%	6%	Cc1cccc[n+]1CC(=O)Nc1ccc([N+](=O)[O-])cc1Cl	0.0%	-3%	3.9%	-9%	5%	0.59	-0.23	-0.29	0.16	2%
.	-7%	Cc1ccc(-c2nnc(SCC(=O)N(CC(C)C)c3c(N)n(Cc4ccccc4)c(=O)[nH]c3=O)n2N)cc1	-0.2%	-25%	1.0%	11%	.	.	.	.	.	-7%
1%	2%	COc1ccc(N2C(=O)CC(Nc3cccc([N+](=O)[O-])c3)C2=O)cc1 (stereo not drawn)	1.6%	2%	2.8%	12%	-1%	0.46	-0.15	0.31	-0.49	7%
8%	-40%	CC(/C=C1\SC(=S)N(CC(=O)N2CCN(c3ccccc3)CC2)C1=O)=C\c1ccccc1	0.0%	10%	1.7%	-6%	-20%	-0.84	-0.32	-0.65	0.78	20%
.	6%	Cc1nc(-c2ccc(NC(=O)C(C)(C)C)cc2)c(-c2ccccc2)o1	-0.1%	0%	1.0%	3%	.	.	.	.	.	14%
.	10%	COc1ccc(S(=O)(=O)N2CCN(CC(=O)Nc3cccc(OC)c3)CC2)cc1	0.7%	-9%	2.0%	-10%	.	.	.	.	.	12%
3%	15%	O=C(Nc1ccccc1)NC1CCN(Cc2nnnn2C2CCCCC2)CC1	0.3%	-8%	4.4%	-25%	4%	-0.92	-0.11	-0.21	0.13	19%
5%	-43%	S=C(Nc1ccccc1)Nc1ccc(Br)cc1	0.3%	-5%	2.6%	-9%	3%	0.79	-0.25	0.019	0.49	-21%
-1%	8%	O=S(=O)(CCNCc1cccs1)c1ccc(Cl)cc1	-0.1%	-7%	4.3%	20%	-1%	-0.12	-0.23	-0.1	0.93	1%
11%	4%	CN(c1ccc(OCC(=O)OCC(=O)Nc2ccccc2)cc1)S(=O)(=O)c1ccc(F)cc1	-0.4%	-21%	-3.0%	3%	18%	-0.46	-0.1	-0.54	0.66	5%
4%	13%	Cc1ccc(S(=O)(=O)N2CCOCC2)cc1C(=O)OCC(=O)NC1CCS(=O)(=O)C1 (stereo not drawn)	0.1%	-37%	5.5%	-10%	11%	-0.85	0.54	-0.63	1.4	26%
1%	-11%	O=C(O)c1ccc(CSc2nnc(-c3ccco3)o2)cc1	0.3%	-24%	-5.6%	6%	11%	0.37	-0.19	0.31	0.047	-8%
4%	-34%	Cc1ccc(Nc2nc(N)nc(CSC(=S)N3CCN(c4ccccc4)CC3)n2)cc1	-0.3%	-1%	-1.9%	24%	5%	-0.45	-0.25	-0.37	0.16	14%
0%	11%	Cc1ccc(N(CC(=O)NC2CCCC2)C(=O)c2c(C)noc2C)cc1C	-0.1%	6%	-3.1%	31%	11%	-0.23	-0.19	-0.74	0.88	-2%
1%	2%	CCOc1ccc2[nH]c(SCC(=O)OC)c([N+](=O)[O-])c2c1	-0.1%	11%	.	42%[20 µM]	-15%	-1.8	0.11	-0.73	0.98	30%
.	6%	C#Cc1ccc(CN2CCCC(C(=O)Nc3ccccc3Oc3cccnc3)C2)cc1 (stereo not drawn)	-0.1%	11%	1.4%	-13%	.	.	.	.	.	2%
-8%	3%	O=c1c2ccccc2nc(SCc2cn3ccsc3n2)n1-c1ccc(F)cc1	0.2%	2%	-6.0%	-3%	4%	-0.63	-0.23	-0.96	0.23	6%
16%	-11%	CNC(=O)/C(C#N)=C\c1ccc(CNS(=O)(=O)c2ccc(Cl)cc2)o1	0.2%	-24%	.	37%[20 µM]	16%	0.24	-0.25	0.42	-0.32	8%
0%	5%	O=C1c2ccccc2C(Nc2ccc3c(c2)OCCO3)N1c1ccc(Cl)cn1 (stereo not drawn)	-0.1%	-4%	-3.0%	-16%	14%	0.062	-0.034	0.1	-0.87	-6%
-5%	5%	O=c1cc(N2CCc3ccccc3C2)[nH]c(=O)n1-c1ccc(Br)cc1	0.3%	.	0.6%	2%	-3%	-0.91	-0.32	-0.42	0.11	10%
.	28%	O=C(O)c1ccc(NC(=S)NC(=O)c2cccc(COc3ccccc3)c2)cc1	-0.1%	-14%	0.8%	-50%[20 µM]	.	-0.51	-0.23	0.2	0.66	15%
3%	5%	CCc1ccc(-c2csc(NC(=O)C3CC(=O)N(c4ccc5c(c4)OCCO5)C3)n2)cc1 (stereo not drawn)	0.4%	6%	4.1%	-25%	-12%	0.46	-0.22	-0.18	-0.65	28%
3%	14%	O=C(O)CC12CC3CC(C1)CC(n1ncc(NCc4ccc5c(c4)OCO5)c(Cl)c1=O)(C3)C2	0.0%	-30%	-5.3%	6%	41µM*	-0.17	-0.21	-0.077	0.41	2%
.	-30%	COc1cc(CN2CCC(C(=O)NCCC(C)C)CC2)ccc1OCc1ccccc1	-0.2%	-27%	-5.1%	-23%[20 µM]	.	.	.	.	.	-6%
3%	13%	CCc1nc(N2CCN(C(=O)c3ccccc3)CC2)c2c3c(sc2n1)CCCC3	-0.3%	-26%	4.3%	-6%[20 µM]	8%	-0.32	-0.29	-0.068	-0.033	-1%
22%	8%	COc1ccc(C(=O)Nc2ccc(/C(C)=N/NC(=O)c3ccccc3O)cc2)cc1OC	-0.1%	-14%	-0.7%	-41%	15%	0.38	-0.22	0.36	0.54	9%
5%	10%	CN(Cc1nc(-c2ccncc2)no1)S(=O)(=O)c1ccc(Cl)cc1	0.0%	5%	-3.5%	-3%	-5%	-0.62	-0.27	-0.028	-0.64	3%
-6%	-6%	COc1ccc(-n2c(C)nnc2SCC(=O)N2C(C)CCCC2C)cc1 (stereo not drawn)	-0.1%	-9%	2.5%	-7%	-5%	-0.69	-0.18	-0.058	0.41	1%
6%	14%	Oc1cccc(CN2CCCCC2)c1	-0.1%	-32%	0.5%	-6%	2%	0.23	-0.31	-0.27	0.34	-2%
0%	4%	CO/N=C/c1cc([N+](=O)[O-])ccc1Sc1ccc(C)cc1	0.4%	3%	-1.7%	-7%	-8%	-0.38	-0.057	0.2	-1.2	0%
.	2%	CSc1cccc(NC(=O)N2CCc3ccc(NC(=O)c4ccccn4)cc3C2)c1	0.3%	-10%	0.8%	5%	.	.	.	.	.	12%
6%	6%	C=CCC1(CC=C)CCCN1C(=O)CC1C(=O)NCCN1Cc1cccc(OC)c1 (stereo not drawn)	-0.1%	-12%	.	-25%[20 µM]	6%	-0.82	-0.27	-0.16	1	-2%
4%	9%	COCCCNC(=O)CCc1nc2cccnc2n1Cc1ccc(OC)cc1	-0.5%	-7%	-0.5%	5%	-8%	-0.48	-0.25	-0.35	0.65	5%
4%	9%	CCOC(=O)c1c(CSc2ccc(C)cc2)n(C)c2cc(Br)c(O)c(CN(C)C)c12	0.0%	-30%	1.2%	-16%	-3%	-1.5	-0.25	-0.75	0.94	47%
4%	12%	CN(C)c1ccc(CN(C(=O)COc2ccc(F)cc2)C2CCS(=O)(=O)C2)cc1 (stereo not drawn)	-0.2%	10%	-1.1%	26%	17%	1.5	-0.15	1.8	-1.4	-4%
-1%	-4%	O=C(NCc1nc2ccccc2[nH]1)C1=C[C@H](C2CC2)C[C@H](OCc2ccc(CO)cc2)O1	0.8%	-5%	-0.8%	16%	9%	0.79	-0.82	0.52	-0.11	-7%
8%	-6%	CN(C)c1ccc(CNC23CN4CN(CN(C4)C2)C3)cc1	0.0%	-12%	-6.5%	33%	-1%	0.4	-0.24	0.28	0.038	4%
3%	19%	O=S(=O)(NCC1CCCO1)c1ccc(S(=O)(=O)N(Cc2ccccn2)C2CC2)cc1 (stereo not drawn)	-0.1%	-24%	3.4%	8%	-17%	-0.19	-0.29	-0.36	0.016	7%
-1%	8%	COc1ccccc1NC(=O)/C=C/C(N)=O	0.0%	12%	-1.9%	-25%	0%	-1	-0.079	-0.22	0.43	17%

# Results in GPR55 beta-arrestin, NOD2 inhibition and Dynein transport cytoplasmic EGFP, for 3 of the compounds above:
canonical_smiles,GPR55 beta-arrestin,NOD2 inhibition,Dynein transport cytoplasmic EGFP
COc1ccc(C(=O)Nc2ccc(/C(C)=N/NC(=O)c3ccccc3O)cc2)cc1OC,-0.1%,8%,-0.22
CN(Cc1nc(-c2ccncc2)no1)S(=O)(=O)c1ccc(Cl)cc1,0.0%,10%,-0.27
COc1ccc(-n2c(C)nnc2SCC(=O)N2C(C)CCCC2C)cc1 (stereo not drawn),-0.1%,-6%,-0.18

# (list continues)
M1AAP inhibition	NOD2 inhibition	canonical_smiles	GPR55 beta-arrestin	NOD1 inhibition	KOR beta-arrestin-1	KOR beta-arrestin-2	P. falciparum M17LAP	Dynein transport	Dynein transport cytoplasmic EGFP	Dynein transport nuclear GR-EGFP	Dynein transport cell count	AID2073
.	19%	COC(CNC(=O)c1c[nH]c2ccc(S(=O)(=O)N(C)c3ccc(F)cc3)cc2c1=O)OC	-0.1%	2%	-6.8%	-16%	.	.	.	.	.	-8%
-1%	-5%	CCCSc1nnc(-c2cccc(S(=O)(=O)N(C)C)c2)n1-c1cc(OC)ccc1OC	-0.2%	-17%	2.2%	-12%	2%	-0.7	-0.21	-0.43	0.68	4%
5%	-44%	CSc1nc2sc3c(c2c(=O)[nH]1)CCC(C)C3 (stereo not drawn)	-0.4%	20%	-0.8%	1%	1%	-0.46	-0.22	-0.28	-0.57	9%
-1%	-4%	O=C1CC(O)(c2ccccc2)C(c2ccccc2)=C1c1ccccc1 (stereo not drawn)	0.7%	-14%	-3.3%	28%	10%	0.49	-0.051	-0.0015	-1	-9%
.	28%	Cc1ccc(OCC(=O)Nc2ccc3c(c2)nc(CCN2CCCCC2)n3C)cc1	0.2%	-18%	-3.1%	-20%	.	.	.	.	.	1%
-2%	9%	COc1cccc(OC)c1-c1nn(-c2ncc(C(F)(F)F)cc2Cl)c(=O)o1	0.3%	-7%	3.7%	2%	5%	-0.076	0.06	0.44	-0.75	6%
-2%	18%	COc1ccc(C(=O)OCC(=O)Nc2ccc(Cl)c(C(F)(F)F)c2)c(OC)c1OC	-0.1%	-25%	1.5%	1%	-6%	0.35	-0.28	0.26	-0.073	10%

# Taken from above.
# Under GPR55 beta-arrestin, COc1cc(CN2CCC(C(=O)NCCC(C)C)CC2)ccc1OCc1ccccc1 reads -0.2%
# Under Dynein transport cytoplasmic EGFP, COc1ccc(C(=O)Nc2ccc(/C(C)=N/NC(=O)c3ccccc3O)cc2)cc1OC reads -0.22

# High-throughput results: PubChem, several laboratories
